Screens deposited in PubChem BioAssay by several laboratories.
SKN-1 block = inhibitors of C. elegans SKN-1 | C. elegans VP596 Pgst-4::GFP/RFP ratio, acrylamide-induced, 24 h | inhibition, % at 21.8 µM | hit rate 0.49% among 360,000;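 active means interference check ratio from 0.5 to 1.5 plus GFP to RFP signal ratio inhibition reaching or exceeding a fixed threshold, cut at about 30% in these data, passing the limit was not always enough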; further: some compounds called inactive have numbers as strong as hits
LMPTP block = LMPTP (human) inhibition. recombinant LMPTP-A, OMFP fluorogenic substrate, fluorescence intensity. inhibition, % at 20 µM. hit rate 0.22% among 360,000;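 active means compounds that cut the enzyme signal by at least half of the control window in the single-dose screen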;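 further: plate controls were DMSO wells with enzyme plus substrate for no effect and substrate without enzyme for full effect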
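Test system: LMPTP-A, protein tyrosine phosphatase of low molecular weight; Input: 0.625 nM enzyme; Incubation: 50 min dark incubation at room temperature; Signal: endpoint fluorescence intensity from OMFP dephosphorylation; Read-out basis: % inhibition versus control wells.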
Scp-1 inhibitor = Scp-1 (human) phosphatase inhibition | Recombinant Scp1, phosphopeptide, malachite green phosphate absorbance | inhibition, % at 20 µM | hit rate 0.88% among 340,000 | AID 493091 | Q9GZU7;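 active means inhibition above about 50% at 20 µM, limit read from the data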;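 further: plate controls were DMSO wells with enzyme for no effect and wells lacking enzyme for full effect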
Target sequence (Q9GZU7 76-261 limits assumed): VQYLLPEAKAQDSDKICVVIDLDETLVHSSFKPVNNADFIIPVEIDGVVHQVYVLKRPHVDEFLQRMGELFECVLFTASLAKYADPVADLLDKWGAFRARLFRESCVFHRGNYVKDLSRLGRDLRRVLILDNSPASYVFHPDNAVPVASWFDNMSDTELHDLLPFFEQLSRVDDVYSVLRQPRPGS
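System: SCP-1 catalytic domain; Reagent: Phospho 17-mer peptide substrate; Doses: one concentration, 20 µM, with 1.0% DMSO; Incubation: 45 min room-temperature reaction, 5 min colour, 30 min stabiliser; Signal: Phosphate-binding colour reagent, absorbance read at 630 nm.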
Neddyl block = cullin neddylation inhibition | P61081+Q13564 | TR-FRET cullin neddylation, biochemical | calls only at 25 µM | hit rate 0.58% among 360,000; in the data active means inhibition above about 36%
TbMetRS inhib = blocks T. brucei methionyl-tRNA synthetase activity; purified T. brucei MetRS, ATP depletion, Kinase-Glo luminescence; inhibition, % at 11.9 µM; hit rate 0.4% among 360,000;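 active means inhibition above a per-plate cutoff of the control wells' mean inhibition plus 3 SD, cut at about 5.5% in these data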;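 further: 0% = DMSO wells median and 100% = median of wells with control inhibitor compound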
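Material: T. brucei methionyl-tRNA synthetase, purified; reagent: substrates ATP, L-methionine and bulk Escherichia coli tRNA; dosing: 11.9 µM single point; timing: 15 min plus 2 h at 25 °C; detection: luminescence of leftover ATP; evaluation: % inhibition; control set: DMSO-only wells as low control; replicates: singlicate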
STEP block = STEP (human) phosphatase inhibition. recombinant STEP, OMFP fluorogenic substrate, fluorescence. inhibition, % at 20 µM. hit rate 0.25% among 360,000;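 active means inhibition at 20 µM, scaled per plate between control wells, above about 37%, limit read from the data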;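 further: 0% = DMSO with enzyme and substrate and 100% = substrate only without enzyme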
Target sequence (P54829 whole entry, looked up): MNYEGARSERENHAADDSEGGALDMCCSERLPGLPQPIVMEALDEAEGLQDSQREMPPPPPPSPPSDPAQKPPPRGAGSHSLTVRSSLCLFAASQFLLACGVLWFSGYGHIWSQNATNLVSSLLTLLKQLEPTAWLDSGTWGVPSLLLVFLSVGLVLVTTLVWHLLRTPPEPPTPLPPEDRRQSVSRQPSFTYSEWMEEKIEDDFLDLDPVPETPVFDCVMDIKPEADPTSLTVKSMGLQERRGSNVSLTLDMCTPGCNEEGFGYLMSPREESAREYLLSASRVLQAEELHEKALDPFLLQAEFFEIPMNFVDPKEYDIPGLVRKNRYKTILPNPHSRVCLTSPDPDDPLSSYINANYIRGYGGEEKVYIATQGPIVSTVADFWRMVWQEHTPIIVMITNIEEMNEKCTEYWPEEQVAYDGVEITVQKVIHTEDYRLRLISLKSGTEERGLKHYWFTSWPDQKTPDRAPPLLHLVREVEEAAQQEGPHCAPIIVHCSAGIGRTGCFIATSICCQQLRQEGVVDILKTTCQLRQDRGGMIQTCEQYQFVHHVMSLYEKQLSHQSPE
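Assay system: isolated STEP enzyme / Timing: 20 min at room temperature, dark / Doses: 20 µM, 1% DMSO / Technique: fluorescence intensity, excitation 480 nm, emission 540 nm / Reagent: fluorogenic phosphatase substrate OMFP at 25 µM final / Measure: percent inhibition scaled to no-enzyme and uninhibited-enzyme controls, plate-pattern corrected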
NadD inh = NadD (S. aureus) enzyme inhibition; purified NadD enzyme, colorimetric absorbance read-out; inhibition, % at 20 µM; hit rate 0.78% among 360,000; AID 602399; in the data active means inhibition above about 26%; further: some compounds past the cut are filed as inactive
SUMO1 PPI mod = SUMO1-SIM interaction modulation; P63165; inhibition, % at 20 µM; SUMO1 binding to a labelled peptide, TR-FRET, 1 h; hit rate 0.33% among 360,000; in the data active means inhibition above about 37%
Target sequence (P63165 whole entry, looked up): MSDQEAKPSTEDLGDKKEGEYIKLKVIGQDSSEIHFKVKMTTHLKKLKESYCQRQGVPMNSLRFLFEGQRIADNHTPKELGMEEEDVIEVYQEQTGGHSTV
CendR NRP1 mod = NRP-1/CendR interaction modulation; O14786; FAM-RPARPAR peptide binding to NRP-1, fluorescence polarization; inhibition, % at 25 µM; hit rate 0.85% among 360,000;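 active means inhibition or corrected inhibition above about 18%, plus a signal ratio from 0.5 to 1.5, limit read from the data, passing the limit was not always enough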; further: strong numbers were not always called active
DNMT1 inh = blocks human DNA methyltransferase DNMT1; DNMT1 molecular beacon, Hinp1I cleavage, fluorescence; inhibition (reported as % activation of signal), % at 10 µM; hit rate 0.83% among 360,000; AID 588458; in the data active means inhibition above about 50%
* hit, by the source's call; i = inactive; . = not tested or not shown; + = active, no number. Compounds as they come; about 4.6% have a hit in one of these screens.

#1 O=C(NCCN1CCOCC1)NC1(C(F)(F)F)Oc2ccc(Cl)cc2O1 (centres undefined)
#2 O=C(Nc1ccc(-c2noc(CCc3ccccc3)n2)cc1)c1cccnc1
#3 O=C(CCCCn1c(=O)c2ccccc2n(Cc2ccc(F)cc2)c1=O)NCc1ccco1
#4 CCN(C(=O)c1c(N)cnn1C)c1ccccc1
#5 COc1cc(OC)cc(C(=O)N[C@H](C(=O)OCC(=O)NC(=O)c2cccn2C)C(C)C)c1
#6 COc1ccc(N2CCC(N3CCN(C)C(CCO)C3)CC2)cc1 (centres undefined)
#7 CCOC(=O)N1CCN(C(=O)COC(=O)c2cccc(S(C)(=O)=O)c2)CC1
#8 Cc1c(Cc2ccc3c(c2)OCO3)sc(NC(=O)C2CC2)c1C(N)=O

assay / entry	1	2	3	4	5	6	7	8
NadD inh	-7	-6	-7	2	9	0	-3	1
DNMT1 inh	11	-33	-1	2	-10	1	2	-5
Neddyl block	i	i	i	i	i	i	i	i
TbMetRS inhib	-1.4	-1.3	-0.8	-1.0	-0.7	-1.4	-0.2	0.2
SUMO1 PPI mod	2	4	-1	0	5	1	-1	3
SKN-1 block	0	14	-28	-4	7	15	11	1
Scp-1 inhibitor	3	0	0	-3	1	-10	-9	-8
LMPTP block	-2.5	-0.6	2.4	-1.8	2.4	-3.1	-1.0	3.8
CendR NRP1 mod	0	3	-7	-2	-10	5	6	-11
STEP block	1	1	3	7	-3	-1	0	8

#9 CCN(CC)S(=O)(=O)c1cccc(C(=O)OC2CC(C)OC2=O)c1 (centres undefined)
#10 COc1cc(CNC(=O)Nc2cccn3nc(COCCO)nc23)cc(OC)c1OC
#11 CCOc1ccccc1N1C(=O)CC(Nc2ccc(N3CCOCC3)cc2)C1=O (centres undefined)
#12 CC1=C2C3OC(=O)C(C)C3CCC2(C)C=C(Cl)C1=O (centres undefined)
#13 Cc1ccc(/C=C/C(=O)O)cc1S(=O)(=O)NCCO
#14 CCOC(=O)c1c(NC(=O)CSc2ncn[nH]2)sc(C(=O)NC)c1C
#15 COc1ccc(CNC(=O)C2CCC(CNS(=O)(=O)c3ccc(C)cc3)CC2)cc1 (centres undefined)
#16 O=S(=O)(c1ccc(Cl)c(C(F)(F)F)c1)N1CCN(CC(O)COCC2CCCO2)CC1 (centres undefined)

assay / entry	9	10	11	12	13	14	15	16
NadD inh	-5	-3	6	-1	4	2	-6	-3
DNMT1 inh	0	1	-21	7	4	0	-4	4
Neddyl block	i	i	i	i	i	i	i	i
TbMetRS inhib	-1.1	-0.2	0.7	0.0	-0.5	0.6	-1.1	0.6
SUMO1 PPI mod	1	3	-18	2	-1	5	-1	0
SKN-1 block	14	-20	12	14	3	7	-2	-15
Scp-1 inhibitor	1	.	0	.	1	-2	-8	-2
LMPTP block	-1.0	-0.2	5.6	-0.7	-1.3	-2.8	0.3	-1.3
CendR NRP1 mod	-6	-5	9	-1	7	9	-3	3
STEP block	2	-3	2	-5	-4	1	0	-5

Next part; it opens with the four that closed the last part.
#13 Cc1ccc(/C=C/C(=O)O)cc1S(=O)(=O)NCCO
#14 CCOC(=O)c1c(NC(=O)CSc2ncn[nH]2)sc(C(=O)NC)c1C
#15 COc1ccc(CNC(=O)C2CCC(CNS(=O)(=O)c3ccc(C)cc3)CC2)cc1 (centres undefined)
#16 O=S(=O)(c1ccc(Cl)c(C(F)(F)F)c1)N1CCN(CC(O)COCC2CCCO2)CC1 (centres undefined)
#17 Cc1cc(NC(=O)COc2ccc([N+](=O)[O-])cc2)no1
#18 C[C@@H]1CN([C@@H](C)CO)C(=O)c2cc(Br)cnc2O[C@@H]1CN(C)Cc1cncnc1
#19 CCc1nc2ccc(C(=O)Nc3cc(-c4ccccc4)ccc3OC)cn2c1N(C)Cc1ccc(Cl)cc1
#20 CCOC(=O)c1cccc(NC(=O)C2CCC(CNc3c(N4CCOCC4)c(=O)c3=O)CC2)c1 (centres undefined)
#21 CCNC(=O)COc1ccc2ccccc2c1
#22 CC(C)(Oc1ccc(Cl)cc1)C(=O)N1CCN(C(=O)c2ccco2)CC1
#23 CC(=O)Oc1ccc(N(C(C)=O)S(=O)(=O)c2ccc3ccccc3c2)cc1Br
#24 O=S(=O)(c1ccc(F)cc1)N1CCC(c2nc3ccccc3[nH]2)CC1

assay / entry	13	14	15	16	17	18	19	20	21	22	23	24
NadD inh	4	2	-6	-3	5	-6	13	-5	-5	0	-1	-4
DNMT1 inh	4	0	-4	4	-2	7	-11	-5	1	3	7	-2
Neddyl block	i	i	i	i	i	i	i	i	i	i	i	i
TbMetRS inhib	-0.5	0.6	-1.1	0.6	-0.4	-1.7	-0.3	0.3	-0.1	-0.4	-0.2	0.4
SUMO1 PPI mod	-1	5	-1	0	-9	2	-2	13	-1	4	-2	0
SKN-1 block	3	7	-2	-15	-1	2	12	-2	-5	10	-12	18
Scp-1 inhibitor	1	-2	-8	-2	0	.	.	-9	-10	1	-3	-2
LMPTP block	-1.3	-2.8	0.3	-1.3	-1.3	-2.5	7.0	1.6	-1.1	0.1	0.6	-0.8
CendR NRP1 mod	7	9	-3	3	0	-3	-4	-2	12	-4	8	2
STEP block	-4	1	0	-5	-3	-2	2	-1	4	-3	2	0

#25 O=C(Nc1ccc2c(c1)COC2=O)c1ccc(Cl)c(Cl)c1
#26 CCO[C@@H]1OC(C(=O)NCc2nc3ccccc3[nH]2)=C[C@H](c2cn(C(C)=O)c3ccccc23)[C@H]1CCCO
#27 CC(=O)C1=C(C)NC(SCC(=O)c2ccc(Cl)cc2Cl)=C(C#N)C1c1ccco1 (centres undefined)
#28 Cc1ccc(SCC(=O)OCC(=O)N(CC(C)C)c2c(N)n(Cc3ccccc3)c(=O)[nH]c2=O)cc1C
#29 C/C(=N\NC(=O)CSc1nnc(C)s1)c1ccc(Cl)cc1
#30 CC(=O)Nc1ccc(S(=O)(=O)Nc2nnc(C(C)(C)C)s2)cc1
#31 COCCn1c(SCC(=O)N2CCc3ccccc3C2)nc2ccccc2c1=O
#32 S=c1nc(-c2cccc(Br)c2)[nH][nH]1

assay / entry	25	26	27	28	29	30	31	32
NadD inh	1	4	5	4	-6	-4	-6	0
DNMT1 inh	11	-3	-28	11	-2	0	2	0
Neddyl block	i	i	i	i	i	i	i	i
TbMetRS inhib	-0.4	4.2	-0.1	-0.4	0.6	-0.7	0.0	0.6
SUMO1 PPI mod	-65	-7	-17	10	1	2	-1	0
SKN-1 block	-13	8	9	-8	7	-8	4	26
Scp-1 inhibitor	-6	-5	-3	-3	-12	-5	-5	-3
LMPTP block	0.5	3.3	4.1	-1.9	-1.8	-1.0	-1.0	0.1
CendR NRP1 mod	7	1	-22	4	6	-3	-16	-3
STEP block	1	-2	2	-1	-3	-1	2	0

#33 CS(=O)(=O)c1ccc(Cl)c(NC(=O)Cc2c(F)cccc2Cl)c1
#34 Cc1cccc(-n2c(CCn3nc(C)c([N+](=O)[O-])c3C)n[nH]c2=S)c1
#35 CC(=O)C1=C(O)C(=O)N(c2nccs2)C1c1ccc(F)cc1 (centres undefined)
#36 CC1CCN(C(=O)CSc2ccc(-c3ccc(F)cc3)nn2)CC1
#37 CN(c1ccccc1)S(=O)(=O)c1cccc(C(=O)NCc2ccccc2CN2CCCC2)c1
#38 O=C(Nc1cccc(F)c1)C1CCN(C(=O)N2CCOc3ccccc32)CC1
#39 CCOC(=O)C1=C(C)NC(C)=C(C(=O)OCC)C1c1ccc(OC)cc1
#40 COCCNC(=O)C1(C)Cc2c(-c3cccc(C(N)=O)c3)ccnc2O1 (centres undefined)

assay / entry	33	34	35	36	37	38	39	40
NadD inh	0	-4	5	-3	9	3	-8	3
DNMT1 inh	5	3	-3	0	22	2	-6	-4
Neddyl block	i	i	i	i	i	i	.	i
TbMetRS inhib	-0.1	-1.1	-0.4	0.7	0.5	-0.1	-0.6	0.3
SUMO1 PPI mod	-1	-7	-11	-6	-12	0	-1	3
SKN-1 block	-3	8	12	17	-5	-11	-16	0
Scp-1 inhibitor	4	-2	-2	12	-2	-17	-6	.
LMPTP block	-0.8	-1.0	-0.4	-1.1	5.9	-0.1	0.4	-2.0
CendR NRP1 mod	-4	-9	0	-10	-14	-1	3	-13
STEP block	-4	-2	-2	1	0	-2	-1	-2

#41 O=C(CNCc1ccccn1)N1CCc2ccccc2C1
#42 O=C(CSc1nc2[nH]ncc2c(=O)[nH]1)N1CCCCC1
#43 c1ccc2c(c1)Nc1nccnc1S2
#44 COc1cccc(-c2nc(=S)c3c(n2Cc2ccco2)CCCC3)c1
#45 CC(C(=O)NCC1(c2ccccc2)CCCC1)N1CCOCC1 (centres undefined)
#46 Cc1cc(C(F)(F)F)nn1CC(=O)NNC(=S)Nc1cccc(Cl)c1
#47 CCC(c1c(C)n(C)n(-c2ccccc2)c1=O)c1c(C)n(C)n(-c2ccccc2)c1=O
#48 O=C(c1cc2nc(-c3ccco3)cc(C(F)(F)F)n2n1)N1CCCCCC1
#49 CC(C)(C)CC(=O)NC(=S)N1CCCCCC1

assay / entry	41	42	43	44	45	46	47	48	49
NadD inh	-6	2	15	16	10	-1	5	-6	-2
DNMT1 inh	-1	2	-9	3	4	-3	-1	3	1
Neddyl block	i	i	i	i	i	i	i	+	i
TbMetRS inhib	0.2	-1.8	0.3	-0.3	-0.9	-0.5	1.2	-1.0	-0.9
SUMO1 PPI mod	-1	-4	18	4	1	0	-3	-18	1
SKN-1 block	-8	-8	-5	7	14	-11	8	1	81*
Scp-1 inhibitor	-2	6	-2	-1	-5	-9	10	0	-2
LMPTP block	-1.1	-1.3	-0.8	3.1	-1.4	0.6	-2.2	-0.3	-0.9
CendR NRP1 mod	0	2	-19	11	-6	11	10	-10	1
STEP block	2	1	-2	-1	-1	-4	-1	0	-4
